Compound activity: PubChem, several laboratories
Ins promoter up – MIN6 insulin promoter up-regulation | z-score at 5 µM | 0.3% of 190,000 active | MIN6 insulin promoter-GFP reporter, high-content imaging; active compounds read high;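 active = z-score above 3 at 5 µM with at least 500 cells counted in the well; inconclusive = wells under 500 cells, flagged as cytotoxic or low count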
Autophagy mod – autophagy modulation, high-content screen; MEF GFP-LC3 puncta imaging; test concentration mostly 10 µM; calls only at 10 µM (by protocol); 0.98% of 190,000 active; AID 463193;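 active = percentage of spot-positive cells more than 3 SD above its plate mean, without a fluorescence outlier flag or 80% toxicity; inconclusive = no clear call, values can overlap the other calls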;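 note: spot-positive cell cutoff set from DMSO-treated cells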
Dynein cargo inh – dynein cargo transport inhibition | 3617.4 mouse cells, GR-EGFP nuclear translocation imaging; test concentration mostly 20 µM; stimulated with dexamethasone, 1 µM; active compounds read low | z-score, hits read low | 0.47% of 220,000 active | AID 1381;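 active = plate z-score of nuclear minus cytoplasmic receptor signal below a set negative limit, without overly bright fluorescence or cell loss, cut at about -3.5 in these data, passing the limit was not always enough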;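 note: z-score of nuclear minus cytoplasmic ring GR-EGFP intensity difference per well; some compounds called inactive have numbers as strong as hits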
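Also added: dexamethasone, 1.0 µM final. Medium: tet-free, stripped-serum medium. Detection: fixed, Hoechst-stained cells imaged at 10x for EGFP. Read-out: nuclear-to-cytoplasmic GR-EGFP distribution per well. Times: induction 48 h, compound 1 h, agonist 30 min.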
HIV peptide binding – cell-free HIV fusion peptide-binding blockers – biochemical, uHTS, fluorescence dequenching, primary screen (AID 1986); cell-free peptide binding, fluorescence dequenching, 30 min; higher % means a stronger effect; one-dose inhibition, % at 20 µM; IC50 in µM for titrated hits; 0.3% of 290,000 active; in the data active = inhibition mostly above about 52%, no sharp cut-off; inactive = mostly below about 76%; note: some results filed as inactive read as strong as hits
AID2073 – disruptors of CaV2.2 binding to Mint1 – biochemical, HTRF (AID 2073) | HTRF protein-protein interaction, Mint1-CaV2.2; higher % means a stronger effect | inhibition, % at 20 µM; hits with a dose series show IC50 in µM | 0.19% of 290,000 active; in the data active = inhibition mostly above about 51%, no sharp cut-off; inconclusive = no clear call, values can overlap the other calls; inactive = mostly below about 53%; note: some results filed as inactive read as strong as hits
b-catenin transl – beta-catenin nuclear translocation modulation; HeLa beta-catenin nuclear translocation, immunofluorescence imaging; nuclear translocation activity, % at 5 µM; 0.3% of 190,000 active; AID 1665;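 active = nuclear translocation activity above 50% at 5 µM, with a well cell count of 50 or more; inconclusive = wells under 50 cells across six images, flagged as toxic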;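 note: per-cell ratio of nuclear to cytoplasmic median beta-catenin stain intensity; plate controls were DMSO negative control for no effect and GSK-3 inhibitor IX positive control for full effect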
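Test system: human HeLa cell line; Doses: 5 µM primary, 0.02–20 µM confirmation; Incubation: 24 h compound exposure, 37°C; Detection: beta-catenin immunofluorescence imaging with DAPI; Read-out: beta-catenin nuclear/cytoplasmic ratio, % activation.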
MT stabilizer – microtubule stabilizers in HeLa cells. HeLa tubulin immunostaining HCS, 24 h; share of cells brighter than vehicle mean+2SD. % tubulin-high responders, % at 10 µM. 0.83% of 200,000 active;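 active = plate Z-score above 3 for both tubulin-high and condensed-nucleus cell shares, with cell loss under 80%, at 10 µM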;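 note: anti alpha tubulin signal scored within the nucleus-defined area of each cell; some results filed as inactive read as strong as hits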
WT yeast gro inh – growth inhibition of WT yeast, mitochondrial fusion screen; mitochondrial fusion phenotypic screen, WT strain; inhibition, % at 10 µM; 2.1% of 190,000 active; in the data active = inhibition above about 58%; tested in S. cerevisiae
Yfh1-depleted yeast – mitochondrial function rescue without frataxin homolog – Friedreich's ataxia, plus single-dose screen, dose response (AID 1465); 0.074% of 220,000 active; S. cerevisiae Yfh1-off respiration, WST-1 reduction, 72 h; higher fold induction means a stronger effect; fold induction at 50 µM, or EC50 in µM where a hit was titrated;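 active = fold induction of absorbance versus untreated yeast above a set limit, then at least 30% activation at any dose in follow-up; inconclusive = repeats straddling the limit, or above it without dose testing; inactive = fold induction below the set limit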;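 note: activators that raise dye reduction in frataxin-depleted yeast; strong numbers were not always called active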
WT yeast gro inh mutant strain – second read-out of WT yeast gro inh, no call of its own (marks repeat the call); inhibition, %; mitochondrial fusion phenotypic screen, mutant strain inhibition
Dynein cargo inh cytoplasmic EGFP – recorded beside Dynein cargo inh, whose call it bears; z-score; measured here: cytoplasmic GR-EGFP intensity; active compounds read high
Dynein cargo inh nuclear GR-EGFP – also measured in Dynein cargo inh; calls as there; z-score; measured here: nuclear GR-EGFP intensity;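 lower value marks the stronger effect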
Dynein cargo inh cell count – second read-out of Dynein cargo inh, no call of its own (marks repeat the call); z-score; measured here: cell count per field
Ins promoter up cell count – also measured in Ins promoter up; calls as there; cell count; measured here: cytotoxicity, nuclei count;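 total cells summed across four imaged fields per well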
b-catenin transl cell count 5 µM – further read-out of b-catenin transl, marked with its call; cell count; measured here: cell count, cytotoxicity flag
MT stabilizer Hoechst-high % – also measured in MT stabilizer; calls as there; % Hoechst-high responders; measured here: nuclear condensation Hoechst responders;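 share of cells brighter than vehicle mean plus two SD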
MT stabilizer cytotoxicity % – further read-out of MT stabilizer, marked with its call; toxicity, %; measured here: cytotoxicity by cell density;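 0% = mean cell density of plate MIN control wells and 100% = no cells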
Autophagy mod cell loss 18 h – also measured in Autophagy mod; calls as there; toxicity, %; measured here: cell loss, nuclei count;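 cell loss after 18 h compound exposure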
* marks the source's active call; other numbers are inactive results; i = inactive; u = inconclusive; x = no result given; + = active, no number.

structure	Ins promoter up	Ins promoter up cell count	Autophagy mod	Autophagy mod cell loss 18 h	Dynein cargo inh	Dynein cargo inh cytoplasmic EGFP	Dynein cargo inh nuclear GR-EGFP	Dynein cargo inh cell count	HIV peptide binding	AID2073	b-catenin transl	b-catenin transl cell count 5 µM	MT stabilizer	MT stabilizer Hoechst-high %	MT stabilizer cytotoxicity %	WT yeast gro inh	WT yeast gro inh mutant strain	Yfh1-depleted yeast
O=c1c(-c2ccc(O)cc2)coc2cc(OC3OC(CO)C(O)C(O)C3O)ccc12 (stereo not drawn)	-0.49	1182	i	2	-0.17	0.18	0.27	0.43	0.7%	-7%	x	x	7.2	3.4	1.0	-1	-18	i
Cc1ccc(C(C(=O)NC2CCCCC2)N(CC2CCCO2)C(=O)CNC(=O)c2ccco2)cc1 (stereo not drawn)	0.23	1230	i	-5	-0.73	-0.22	-0.29	0.38	13%	8%	1.2	755	2.1	2.3	8.5	3	-2	i
O=C1NCN(c2ccccc2)C12CCN(CCCC(c1ccc(F)cc1)c1ccc(F)cc1)CC2	-0.77	520	+	10*	-0.32	0.024	0.068	-0.52	-2.0%	17%	-0.5	1036	3.4	6.7	1.2	73*	37*	i
Cc1ccc2oc(=O)n(CC(=O)N3CCOCC3)c2c1	0.05	1424	x	x	0.47	-0.21	0.091	-0.24	-0.8%	4%	-4.0	1185	x	x	x	x	x	i
CCS(=O)(=O)N1Cc2ccccc2CC1C(=O)Nc1nnc(SCc2ccc(C#N)cc2)s1 (stereo not drawn)	-0.02	1406	i	-14	-0.39	0.085	-0.26	0.093	2.7%	23%	0.0	529	4.4	4.0	0.2	8	-11	i
CCOc1ccc(OCCN2CCCCC2)cc1	0.21	1311	i	4	-0.64	-0.29	-0.75	0.89	4.7%	-3%	0.1	983	2.7	3.2	7.3	-8	-12	i
CCCN(CCC)S(=O)(=O)c1ccc(C(=O)Nc2nnc(CSC)o2)cc1	-1.1	1487	i	11	0.46	-0.31	0.53	-1.8	-4.7%	-3%	-0.4	975	3.5	1.2	12	-6	-16	i
Cc1ccc(C(=O)OCC(=O)Nc2cccc(Cl)c2C)c(O)c1	-0.21	1374	x	x	-0.11	-0.21	-0.034	-0.1	-1.4%	22%	0.1	1055	x	x	x	x	x	i
Cc1cccn2c(CNCC3(c4ccccc4)CCCC3)c(C(=O)N3CCOCC3)nc12	-0.05	1472	i	3	-1.1	-0.14	-0.65	1.6	-0.6%	2%	-0.3	1088	1.5	2.4	16	0	7	i
O=C(N1CCN(c2cccc(Cl)c2)CC1)C1(S(=O)(=O)c2ccc(Cl)cc2)CC1	-0.45	949	i	4	-0.8	-0.27	-0.22	0.68	8.8%	-4%	-9.8	1207	3.6	3.1	5.3	11	3	i
Cc1cc(Nc2ccccc2)c2c([N+](=O)[O-])ccc(C)c2n1	-1.1	1366	i	-17	-0.59	-0.22	-0.57	0.42	-3.5%	0%	6.3	954	8.5	2.9	8.1	71*	62*	i
Cc1ccc(C(=O)Nc2ncnc3sc4c(c23)CCCCC4)cc1	0.96	934	i	-3	3.9	0.048	1.8	-1.7	0.8%	2%	x	x	1.1	0.9	11	14	11	i
C=CC[n+]1c(-c2ccc(C)cc2)csc1NNC(=O)Nc1ccccc1	-2.7	1403	i	14	-0.33	-0.26	-1	0.041	-1.6%	u	0.7	1332	2.5	1.7	11	21	2	i
Cc1nc(CC(=O)O)c(-c2ccccc2)s1	0.45	1263	i	0	-0.32	-0.15	-0.21	0.59	0.0%	6%	0.1	1055	3.6	2.2	5.0	13	26	i
CC12CCC(C(=O)N(CC(O)CN3CCN(Cc4ccccc4)CC3)C1=O)C2(C)C (stereo not drawn)	0.15	1034	x	x	0.012	-0.11	0.34	-0.4	-0.2%	12%	-0.1	1339	x	x	x	x	x	i
CC(C)c1ccc(Oc2cccc(C(=O)/C(C#N)=C/N(C)C)c2)cc1	x	x	i	-8	-0.23	0.094	0.21	-0.41	-0.7%	0%	-12	1247	1.3	1.9	5.6	-4	-14	i
CC1(C)Cc2c(sc(/N=C/N3CCOCC3)c2C#N)C(C)(C)N1	0.1	1791	i	-2	-0.81	-0.021	-0.44	0.85	-2.0%	5%	-1.3	1054	2.7	1.7	13	-5	4	x
CCCN1CNC(=S)N(c2ccccc2OCC)C1	0.01	1423	i	8	0.71	-0.19	0.14	-0.9	0.9%	1%	-1.4	1185	6.3	2.6	9.9	-7	-2	i
CCOC(=O)C1CCN(C(=O)Nc2ccccc2Cl)CC1	1.2	1164	i	6	0.11	-0.25	0.36	0.85	-0.4%	0%	-0.4	1116	2.4	2.1	0.1	-9	-1	i
O=C(O)c1ccc(CSc2nc3ccc(NC(=O)c4ccccc4C(=O)O)cc3s2)cc1	0.33	1593	i	10	-1	-0.076	-0.23	0.73	11%	9%	-4.6	1116	3.3	2.4	3.1	-4	-2	i
C=CCSC1=N/C(=C\c2cccnc2)C(=O)N1c1ccc(OC)cc1	0.9	1546	i	0	1.2	-0.086	0.53	-1.2	-4.3%	6%	-3.4	1149	5.0	1.9	0.5	9	0	i
CCOc1ccc(-c2nnn(CC(=O)Nc3cccc(OC)c3)n2)cc1OCC	-0.16	2088	i	12	2.9	-0.2	1.1	-1.7	1.3%	9%	-1.6	1116	4.3	3.0	7.0	23	9	i
Cc1c(Cl)c(=O)oc2cc(OCC(=O)NCc3cccs3)ccc12	0.07	1296	i	15	-0.47	-0.29	-0.57	0.29	-3.3%	19%	x	x	1.9	3.5	6.5	-18	12	i
Cc1ccc(C)c(OCC(O)CN2C(C)CCCC2C)c1 (stereo not drawn)	0.26	1235	i	0	-1.5	-0.19	-0.54	0.86	-0.2%	4%	x	x	3.3	1.1	1.6	-3	11	i
O=C(CP(=O)(CO)CO)c1ccc(Cl)cc1	1.2	1695	i	4	1.3	-0.12	1	-0.57	-1.5%	-4%	-1.1	1003	2.1	4.0	12	1	2	i

Ordered by value in Dynein cargo inh (largest number first): three from the list above
molecule | Dynein cargo inh | Dynein cargo inh cytoplasmic EGFP | Dynein cargo inh nuclear GR-EGFP | Dynein cargo inh cell count | HIV peptide binding | AID2073 | MT stabilizer Hoechst-high % | WT yeast gro inh mutant strain
CCOc1ccc(-c2nnn(CC(=O)Nc3cccc(OC)c3)n2)cc1OCC | 2.9 | -0.2 | 1.1 | -1.7 | 1.3% | 9% | 3.0 | 9
CCCN1CNC(=S)N(c2ccccc2OCC)C1 | 0.71 | -0.19 | 0.14 | -0.9 | 0.9% | 1% | 2.6 | -2
CCS(=O)(=O)N1Cc2ccccc2CC1C(=O)Nc1nnc(SCc2ccc(C#N)cc2)s1 (stereo not drawn) | -0.39 | 0.085 | -0.26 | 0.093 | 2.7% | 23% | 4.0 | -11

Continuation.
structure	Ins promoter up	Ins promoter up cell count	Autophagy mod	Autophagy mod cell loss 18 h	Dynein cargo inh	Dynein cargo inh cytoplasmic EGFP	Dynein cargo inh nuclear GR-EGFP	Dynein cargo inh cell count	HIV peptide binding	AID2073	b-catenin transl	b-catenin transl cell count 5 µM	MT stabilizer	MT stabilizer Hoechst-high %	MT stabilizer cytotoxicity %	WT yeast gro inh	WT yeast gro inh mutant strain	Yfh1-depleted yeast
O=S(=O)(Nc1ccc(S(=O)(=O)N2CCCCC2)cc1)c1ccc(Br)s1	-0.39	1301	i	-14	-0.5	-0.18	-0.23	0.97	11%	2%	x	x	3.2	2.3	4.0	-13	-16	i
CSc1nnnn1CCn1nnnc1SC	0.6	1634	i	-8	-0.17	-0.27	0.07	0.66	0.5%	1%	-0.4	1403	4.7	2.4	9.5	-18	-21	i
COc1ccc(-c2nnc(SCC#N)o2)cc1	x	x	i	-11	-0.15	0.014	-0.76	0.2	-1.5%	-8%	-0.4	1058	3.7	1.8	0.4	15	6	i
CCC1Oc2ccccc2N(CC(=O)NCCc2ccc(OC)c(OC)c2)C1=O (stereo not drawn)	x	x	i	2	-0.45	-0.26	-0.26	0.22	-0.6%	7%	-4.9	547	3.8	3.4	3.7	4	-6	i
COc1ccccc1CNC(=O)Cn1cccc1	0.28	1293	i	34	-0.22	-0.19	0.11	0.38	-0.2%	-3%	3.1	1143	2.5	1.9	4.7	2	-1	i
O=C(CS(=O)(=O)c1ccccc1)Nc1nc(-c2ccccc2)cs1	-0.69	1798	i	3	0.39	-0.28	0.3	0.092	-0.3%	8%	0.3	1053	2.8	2.1	1.1	19	26	i
CCOC(=O)c1sc(NC(=O)Cc2c(F)cccc2Cl)nc1C	x	x	i	-2	0.64	-0.18	0.47	-1.2	0.0%	-2%	0.6	1044	5.5	3.1	4.8	15	-24	i
N/C(=N\c1nc2ccccc2o1)NC(=O)C(Cc1ccccc1)N1C(=O)c2ccccc2C1=O (stereo not drawn)	-0.44	1217	i	15	-1.2	-0.25	-0.73	0.69	-1.6%	13%	-6.9	986	2.8	2.7	12	1	-3	i
COc1ccc(/C=N/NC(=O)c2cccc(Br)c2)cc1Cn1cc(Cl)cn1	x	x	i	-1	0.31	0.1	-0.049	-1.1	-2.0%	13%	x	x	41*	25*	39*	21	21	i
O=C1/C(=C\c2ccncc2)SC(=S)N1C1CCCCC1	0.4	1325	i	12	0.92	0.053	1	-1.2	-0.5%	-6%	3.1	992	2.6	1.8	0.4	13	4	i
CN(c1cccc(NS(=O)(=O)c2cccs2)c1)S(C)(=O)=O	0.94	1192	i	1	-0.85	-0.25	-0.45	0.28	-0.5%	-2%	x	x	2.1	2.1	7.0	-6	5	i
CCCN(CC(=O)Nc1ccc(F)c(F)c1F)Cc1cc(=O)n2ccsc2n1	0	1176	i	-16	-1.6	-0.22	-1.1	1.3	1.2%	10%	-1.1	1130	3.4	1.4	12	-3	14	i
